Statin myotox sup – protects C2C12 myotubes from simvastatin toxicity; ATP luminescence, 48 h; scaled: DMSO 0, geranylgeraniol control 100; rescue of ATP level, % at 7.49 µM; hit rate 0.78% among 330,000; AID 602340;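 active means mean ATP rescue above about 67%, or every replicate alone reaching that limit, limit read from the data, passing the limit was not always enough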;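 further: myotubes were challenged with 10 µM simvastatin during compound exposure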
SIRT5 inh – sirtuin-5 (human) deacylase inhibition. Q9NXA8. Purified SirT5, succinyl-peptide AMC, trypsin-coupled fluorescence. inhibition, % at 15 µM. hit rate 1.1% among 330,000. AID 652115; in the data active means inhibition above about 15%
S100A4 inh HTS – S100A4-myosin IIA interaction inhibition; inhibition, % at 10.7 µM; P26447; AID 652163; hit rate 0.14% among 360,000; S100A4/TAMRA-MyoIIA peptide fluorescence polarization;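 active means mean inhibition of at least 70% across replicates, with every replicate also reaching that level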
Target sequence (P26447 whole entry, looked up): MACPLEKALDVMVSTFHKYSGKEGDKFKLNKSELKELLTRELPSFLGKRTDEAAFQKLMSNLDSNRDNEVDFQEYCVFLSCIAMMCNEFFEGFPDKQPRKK
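Material: human S100A4 monomer with TAMRA-labelled myosin IIA peptide; buffer or medium: HEPES pH 7.2 with CaCl2, KCl, NaCl, DTT, Triton; compound dosing: one concentration per compound; schedule: 5 min incubation before reading; benchmarks: neutral control DMSO, positive control TFP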
ERAP1 HTS inh – ERAP1 (human) enzyme inhibition; recombinant ERAP1, Leu-AMC fluorescence, 60 min; inhibition, % at 10.7 µM; hit rate 0.15% among 340,000; AID 652197;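 active means mean replicate inhibition of at least 30%, or all replicates individually reaching that 30% level; inactive means mean below 30% and not every replicate reaching it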;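 further: 0% = neutral control wells and 100% = L-leucinethiol positive control wells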
Target sequence (Q9NZ08 whole entry, looked up): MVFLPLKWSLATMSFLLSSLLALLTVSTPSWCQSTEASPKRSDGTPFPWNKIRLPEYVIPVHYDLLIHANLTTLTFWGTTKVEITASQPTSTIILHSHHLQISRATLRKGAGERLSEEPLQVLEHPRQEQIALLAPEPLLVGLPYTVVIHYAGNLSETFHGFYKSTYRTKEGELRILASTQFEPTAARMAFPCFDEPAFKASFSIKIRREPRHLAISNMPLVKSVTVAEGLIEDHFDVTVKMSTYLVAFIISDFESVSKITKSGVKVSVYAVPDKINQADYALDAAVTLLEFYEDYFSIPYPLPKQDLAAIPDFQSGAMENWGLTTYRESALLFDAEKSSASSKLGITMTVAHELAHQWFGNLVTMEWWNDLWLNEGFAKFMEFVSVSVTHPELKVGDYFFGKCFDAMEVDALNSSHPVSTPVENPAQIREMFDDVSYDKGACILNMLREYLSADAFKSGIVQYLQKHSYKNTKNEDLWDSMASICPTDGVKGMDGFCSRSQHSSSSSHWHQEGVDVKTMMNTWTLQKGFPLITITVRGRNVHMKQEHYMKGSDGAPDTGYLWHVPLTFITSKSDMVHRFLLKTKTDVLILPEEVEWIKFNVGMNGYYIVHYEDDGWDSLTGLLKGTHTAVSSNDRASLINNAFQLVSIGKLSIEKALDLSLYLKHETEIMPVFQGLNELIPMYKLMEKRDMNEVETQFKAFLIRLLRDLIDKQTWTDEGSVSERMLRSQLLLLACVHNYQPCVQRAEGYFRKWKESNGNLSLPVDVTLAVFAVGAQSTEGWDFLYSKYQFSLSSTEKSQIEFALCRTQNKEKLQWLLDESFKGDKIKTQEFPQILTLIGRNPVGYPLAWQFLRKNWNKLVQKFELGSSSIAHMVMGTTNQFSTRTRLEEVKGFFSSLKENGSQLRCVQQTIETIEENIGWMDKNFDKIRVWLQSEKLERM
LGR2 antag – inhibitors of bursicon-induced Drosophila LGR2 receptor cAMP signaling; AID 720647; inhibition, % at 9.99 µM; HEK293 LGR2, CRE-luciferase, bursicon-stimulated, 4 h; hit rate 0.35% among 380,000;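 active means drop in luminescence signal, shown as inhibition above about 50% in the replicate tests, limit read from the data, passing the limit was not always enough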;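 further: agonist challenge used bursicon conditioned medium at about half maximal strength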
PGC1a acetyl inh – modulators of PGC1a acetylation. inhibition, % at 15.6 µM. AID 651687. U2OS PGC1a acetylation, AlphaScreen anti-acetyl-lysine; with virally co-expressed GCN5 acetyltransferase. hit rate 0.17% among 350,000;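 active means every replicate shows inhibition of at least 40%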;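 further: 0% = neutral control wells and 100% = positive control wells; some results beyond the cut were filed as inactive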
Xi reactivation – activators of X-chromosome reactivation in mouse fibroblasts; XiGFP mouse fibroblasts, % GFP-positive cells imaging, 3 d; cells co-treated with 5-aza-dC sensitizer; scaled so ellipticine positive control = 100%; activation, % at 7.58 µM; hit rate 0.055% among 360,000; AID 743238;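 active means mean normalized replicate activation at least 10% and every replicate at or above 10%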;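 further: 0% = median of on-plate neutral control wells and 100% = ellipticine 6 µM median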
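Schedule: 3 d treatment, 15 min room-temperature fixation; system: 68-5-11 XiGFP fibroblast line; buffer or medium: DMEM plus 5-aza-dC sensitizer; control set: ellipticine 6 µM positive control; compound: one concentration, pinned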
Cneo AK release – Cryptococcus neoformans lysis via adenylate kinase release. C. neoformans lysis, adenylate kinase release luminescence, 4 h; normalised: neutral wells 0, clomiphene wells 100. lysis activity, % at 15 µM. hit rate 0.2% among 360,000. AID 651654;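 active means mean lysis activity across replicates of at least 80%, whatever share of replicates individually reach that level; inactive means mean lysis activity below 80%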
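Material – log-phase Cryptococcus neoformans yeast cells · Input – 5 × 10^6 yeast cells/mL · Medium – fresh YPD growth medium · Doses – single compound concentration per well · Timing – static 4 h at 37 °C with compound, 1 h detection · Detection – adenylate kinase release luminescence · Read-out – signal increase indicating cell lysis · Control set – Clomiphene as positive lysis control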
* = called active by the depositor; · = no result given; & = joins results of further samples.

SMILES	Statin myotox sup	SIRT5 inh	S100A4 inh HTS	ERAP1 HTS inh	LGR2 antag	PGC1a acetyl inh	Xi reactivation	Cneo AK release
COC(=O)c1c(NC(=O)C(=O)NCCCN2CCOCC2)sc2c1CCC2	0	2	8	2	6	-5	0.0	0
C[C@@H]1CN([C@H](C)CO)C(=O)c2cc(-c3ccncc3)cnc2O[C@@H]1CN(C)C(=O)c1ccc(F)cc1	2	0	16	-2	-2	6	0.1	3
CSc1ccc(C#N)cc1NC(=O)c1cccc(Cl)c1	-15	·	·	·	5	-1	·	-1
O=C(NC1CCCCC1)c1cccc(NC(=O)c2ccccc2Cl)c1	-117	-3	6	-1	8	4	0.1	-1
Cc1ccc(CNC(=O)CCCC(=O)Nc2cc(C)on2)cc1	0	5	-2	9	-3	-2	0.0	·
CCOc1ccc(S(=O)(=O)NCCC(=O)N2CCCC(C)C2)cc1 (configuration not stated)	-3	-2	1	-1	-26	8	0.0	-1
Cc1ncc2c(n1)NC(=O)NC2	-13	4	-1	1	-8	-5	0.0	3
Cc1ccc(Nc2nc(-c3ccc(F)cc3)cs2)nc1	-2	1	-3	3	-32	·	0.0	-2
CO[C@@H]1CN(C)C(=O)c2ccc(NC(=O)Nc3ccccc3)cc2OC[C@@H](C)N(C(C)=O)C[C@@H]1C	-1	2	2	0	3	·	0.2	2
O=C(Nc1ccc2ccccc2c1)c1ccc(Cl)cc1Cl	-38	3	6	-2	-4	·	0.0	0
Cc1ccc2nc(NC(=O)CN3C(=O)C4CC=CCC4C3=O)sc2c1 (configuration not stated)	·	3	-4	-1	11	4	0.0	·
CCC(=O)N1[C@@H]2c3ccc(C4=CCCC4)c(=O)n3C[C@@H]2[C@@H](CO)[C@@H]1C(=O)Nc1ccccc1	-3	-4	-12	1	-1	·	0.0	57
Cc1cccc(-c2ccc([C@H]3[C@@H](CO)N4C(=O)CN(C(=O)c5cccnc5)C[C@@H]34)cc2)c1	·	-2	-3	1	2	-3	0.0	·
CCOC(=O)N1CCN(C(=O)C2CCN(CC3CCCCC3)CC2)CC1	-1	-1	2	0	·	-1	-0.1	-1
S=C(NCCCc1ccccc1)Nc1ccc(Br)cc1	-57	4	-3	-1	3	2	0.2	34
Cc1ccc(C23CC4CC(CC(C(=O)N(C)C)(C4)C2)C3)cc1	-2	-1	3	4	2	1	0.3	1
COc1ccc(NC(=O)N(C)C[C@@H]2OCCCC[C@H](C)Oc3ccc(NS(=O)(=O)c4ccc(OC)cc4)cc3C(=O)N([C@H](C)CO)C[C@@H]2C)cc1	·	·	·	·	3	-24	0.6	4
Cc1noc(C)c1S(=O)(=O)Nc1ccc2c(c1)C(=O)N([C@@H](C)CO)C[C@@H](C)[C@H](CN(C)S(=O)(=O)c1ccc(F)cc1)OCCCC[C@@H](C)O2	·	7	33	-1	-7	-25	0.0	-5
Cc1[nH]c(SCC(=O)c2c(N)n(C)c(=O)n(C)c2=O)nc1Cc1ccccc1	0	·	0	0	11	-4	0.0	-1
CCC(=O)Nc1ccc2c(c1)C(=O)N(C)C[C@@H](OC)[C@@H](C)CN(C(=O)c1ccccc1F)[C@@H](C)CO2	-23	-4	-29	3	-7	-1	0.4	-3
N#C[C@H]1[C@H](c2ccc(-c3cccnc3)cc2)[C@@H](CO)N1C(=O)C1CC1	8	6	7	-2	-2	2	0.0	5
O=C(C1CCC(=O)N(C2CC2)C1)N1CCN(c2ccccc2Cl)CC1 (configuration not stated)	5	-1	19	-7	4	3	0.0	-3
NNC(=O)C1=NOC(CNc2ncc(C(F)(F)F)cc2Cl)C1 (configuration not stated)	-1	·	·	·	17	-28	·	0
COc1ccccc1NC(=O)N[C@@H]1CC[C@H](CCNS(=O)(=O)c2ccc(F)cc2)O[C@H]1CO	1	-2	11	-1	-12	1	-0.4	2
COc1ccc(/C=C/C(=O)OCC(=O)Nc2cc(S(=O)(=O)N(C)C)ccc2Cl)cc1	7	-4	-11	1	1	-3	0.0	0

Quoted at random: 4 compounds from above
SMILES	Statin myotox sup	SIRT5 inh	S100A4 inh HTS	ERAP1 HTS inh	LGR2 antag	PGC1a acetyl inh	Xi reactivation	Cneo AK release
COc1ccccc1NC(=O)N[C@@H]1CC[C@H](CCNS(=O)(=O)c2ccc(F)cc2)O[C@H]1CO	1	-2	11	-1	-12	1	-0.4	2
CCC(=O)Nc1ccc2c(c1)C(=O)N(C)C[C@@H](OC)[C@@H](C)CN(C(=O)c1ccccc1F)[C@@H](C)CO2	-23	-4	-29	3	-7	-1	0.4	-3
Cc1[nH]c(SCC(=O)c2c(N)n(C)c(=O)n(C)c2=O)nc1Cc1ccccc1	0	·	0	0	11	-4	0.0	-1
Cc1ncc2c(n1)NC(=O)NC2	-13	4	-1	1	-8	-5	0.0	3

Next structures
SMILES	Statin myotox sup	SIRT5 inh	S100A4 inh HTS	ERAP1 HTS inh	LGR2 antag	PGC1a acetyl inh	Xi reactivation	Cneo AK release
O=C(Nc1cccc(S(=O)(=O)NC2=NCCC2)c1)c1ccccc1F	-1	-2	-4	1	-7	-1	0.4	0
COCC(=O)Nc1c(C(=O)N2CCCC2)oc2ccccc12	-4	-1	-3	-1	-3	·	0.1	·
COc1ccc(-c2csc(N(CCCN(C)C)C(=O)c3ccccc3Cl)n2)cc1	5	-16	0	-2	13	·	0.0	0
CC1O[C@@H](O[C@H](C)CC[C@@H](C)O[C@H]2OC(C)[C@@H](O)C[C@H]2O)C(O)C[C@H]1O (some centres not stated)	7	·	-11	·	-5	2	-0.3	-2
O=S(=O)(Nc1ccc(S(=O)(=O)Nc2ncccn2)cc1)c1ccc(Cl)cc1	-22	0	5	1	10	5	0.3	3
O=C(NCC1(N2CCCCC2)CCCCC1)c1ccc(NS(=O)(=O)c2ccccc2)cc1	11	0	-7	-4	-3	·	0.4	0
COc1cc(NC(=O)COC(=O)/C=C/c2c(C)nn(-c3ccc(F)cc3)c2Cl)cc(OC)c1	·	-1	-3	-2	13	·	0.2	·
CCc1cc(=O)oc2c(C)c(OC(C)C(=O)N3CC[C@@]4(O)CCCC[C@H]4C3)ccc12 (some centres not stated)	5	0	1	0	-2	-1	·	-2
CNC[C@H]1OCCCC[C@H](C)Oc2ccc(NC(=O)Nc3ccccc3)cc2C(=O)N([C@H](C)CO)C[C@H]1C	19	-2	5	2	6	9	-1.0	-4
CCn1c2ccccc2c2cc(CN3CCN(S(C)(=O)=O)CC3)ccc21	·	·	·	·	-3	-1	-0.1	0
CCc1ccc(CN2CCN(C(=O)c3cccc(OC)c3OC)CC2)cc1	91*	1	1	-3	15	-10	·	1
Cc1ccc(S(=O)(=O)Nc2ccc3c(c2)C(=O)N([C@H](C)CO)C[C@H](C)[C@@H](CN(C)Cc2ccccc2)OCCCC[C@@H](C)O3)cc1	·	·	·	·	24	2	0.2	1
Cc1nc(N)nc(N)c1Oc1ccc(Cl)cc1	-2	-2	0	1	-16	1	0.3	0
NC(=O)COC(=O)c1ccc(S(=O)(=O)NCc2ccco2)cc1	·	1	5	3	-2	-1	0.1	·
O=C(Cc1cccs1)NCc1ccccc1Br	-2	-4	0	-5	-31	·	0.0	-4
O=C(NCCN1C(=O)S/C(=C\c2ccc(Cl)c(Cl)c2)C1=O)c1ccc2c(c1)C(=O)N(Cc1ccncc1)C2=O	·	-6	-12	-1	12	·	0.1	-1
COCCCNC(=O)Cn1cnc2c(OCc3ccccc3)ncnc21	2	-3	-5	-4	-16	-3	0.0	1
CC(=O)NCCc1nc2cc(NC(=O)c3cccs3)ccc2n1C	0	0	-2	-1	3	4	0.0	-1
O=C(/C=C/c1ccccc1[N+](=O)[O-])OCC(=O)c1ccccc1	·	·	-5	3	-22	6	0.1	·
COc1ccc(N2CCN(S(=O)(=O)c3ccc(OC)cc3)CC2)cc1	2	0	-1	-2	-1	-11	·	-2
CCNc1ccc(C(=O)OC(C(=O)NC(N)=O)C(C)C)cc1[N+](=O)[O-] (configuration not stated)	·	-2	-5	-2	-7	·	0.0	·
CCC(=O)N1CC2(C1)[C@H](c1ccccc1)[C@H](CO)N2Cc1ccccc1OC	·	23*	-3	0	10	-10	0.2	·
O=C(c1cc2ccccc2o1)N1CCN(S(=O)(=O)c2ccc(Cl)s2)CC1	0	-3	-3	1	-8	-5	0.4	0
O=[N+]([O-])c1ccc(CN2CCN(c3ncccn3)CC2)cc1	0	-3	4	0	1	2	0.0	-2
COc1ccccc1-c1cnc2c(c1)C(=O)N([C@@H](C)CO)C[C@@H](C)[C@H](CN(C)Cc1ccc(C(=O)O)cc1)O2	-7	0	-24	-3	-12	14	-0.4	0

More entries.
SMILES	Statin myotox sup	SIRT5 inh	S100A4 inh HTS	ERAP1 HTS inh	LGR2 antag	PGC1a acetyl inh	Xi reactivation	Cneo AK release
COc1ccc(CN(C)C[C@@H]2Oc3ccc(NS(=O)(=O)c4cccs4)cc3CC(=O)N([C@H](C)CO)C[C@H]2C)cc1	49	5	9	-5	-16	-2	0.4	·
C[C@H](CO)N1C[C@H](C)[C@H](CN(C)CC2CCCCC2)Oc2ccc(NC(=O)Cc3ccccc3)cc2C1=O	-97	·	65	0	-2	10	-1.1	-1
Cc1c(Cl)cccc1NC(=O)COC(=O)c1ccc(CN2CCCC2=O)cc1	-1	2	-4	-5	-22	·	-0.1	1
CC(=O)N(C)C[C@@H]1Oc2ncc(Br)cc2C(=O)N([C@H](C)CO)C[C@@H]1C	12&3	2&-3	-3&-14	0&1	-8&-8	-4&-18	0.1&-0.3	-3&0
CN1CCN(C(=O)C[C@H]2CC[C@H]3[C@@H](COc4ccc(NC(=O)C5CCOCC5)cc4C(=O)N3C)O2)CC1	-18	12	-5	-2	-5	·	0.0	-1
CCOc1cc(C2NC(=O)c3ccccc3O2)ccc1OC (configuration not stated)	-1	-2	-3	·	-1	-20	0.2	-3
CCOc1ccc(CCNC(=O)c2cc([N+](=O)[O-])ccc2N2CCOCC2)cc1OCC	·	4	2	2	9	-1	-0.1	3
Cc1ccc(S(=O)(=O)NCC[C@H]2CC[C@@H](NC(=O)C3CCOCC3)[C@@H](CO)O2)cc1	-2	2	6	-1	-11	6	-0.4	0
COc1cccc(-c2ccc3c(c2)[C@H]2[C@H](CCN2C(=O)c2ccccc2F)[C@@H](CO)N3C)c1	-22	·	·	·	4	0	0.1	4
COc1cccc([C@@H]2CC=C(C(=O)O)CN2S(=O)(=O)c2ccc(C)cc2)c1	10	·	-1	·	-1	·	-0.1	1
CCCCNC(=O)c1ccccc1NS(=O)(=O)c1ccc2c(c1)OCCO2	-3	-4	-3	0	2	2	·	4
C[C@@H]1CCCCO[C@@H](CN(C)C)[C@@H](C)CN([C@H](C)CO)C(=O)c2cc(NC(=O)CCC(F)(F)F)ccc2O1	-1	-1	-3	2	-15	29	-0.1	-6
Cc1ccc(OCCCCn2ccnc2)c(Cl)c1	-84	-1	3	-1	-19	0	·	-2
C/C=C/c1ccc([C@@H]2[C@@H](CO)N(C(=O)CC3CC3)C23CN(S(C)(=O)=O)C3)cc1	·	1	-3	-1	12	-12	0.0	·
CN(CC(=O)Nc1ccc(Cl)c(C(F)(F)F)c1)S(=O)(=O)c1cnc[nH]1	4	-2	-20	-3	-3	·	-0.1	-1
COc1ccc(CC(=O)Nc2ccc(F)c(S(=O)(=O)N3CCOCC3)c2)cc1	0	-2	-2	4	-5	8	-0.1	2

High-throughput results from PubChem.

The list is partial, so the mix of outcomes need not match the whole.
